KLF5 inh = KLF5 expression inhibitors, primary screen, DLD-1 cells, luminescence; 290,000 compounds, 0.23% hits; DLD-1 KLF5 promoter-luciferase reporter; inhibition, % at 5 µM; AID 1700, 2009;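 active = inhibition above a per-plate limit of that plate's mean compound inhibition plus 3 SD, cut at about 60% in these data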;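 also: 0% = DMSO wells and 100% = LY294002 at 200 µM; higher means less KLF5 promoter-driven luciferase light; inactives centre near -14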
AI-2 QS mod = Vibrio harveyi AI-2 quorum sensing modulators, primary screen, JMH597 strain, luminescence/OD600 ratio | activity change, % at 7.5 µM | Vibrio harveyi JMH597 AI-2 luminescence/OD600 ratio, 9 h; active compounds read low; strain lacks LuxN and CqsS sensors; 0 = neutral-control median | 300,000 compounds, 0.4% hits; in the data active = activity change below about -75%, passing the limit was not always enough;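 also: luminescence divided by OD600 gain over 9 h not by final OD600 alone; inactives centre near 13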
HSP90 inh = HSP90 inhibitors, primary screen, cell lysate, luminescence; Heat shock protein HSP 90 (rabbit reticulocyte lysate; luciferase refolding); 290,000 compounds, 0.91% hits; AID 1789, 2009; Rabbit reticulocyte lysate, luciferase refolding luminescence, 3 h; inhibition, % at 5.6 µM;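 active = inhibition above the screen-wide mean plus 3 SD, computed separately per campaign, cut at about 16% in these data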;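 also: 0% = DMSO wells and 100% = 60 µM geldanamycin wells; inhibitors lower the luminescence because luciferase stays unfolded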
GSK3beta inhib = human GSK3beta kinase inhibitors, primary screen, biochemical, cell-free homogeneous, HTS | Glycogen synthase kinase-3 beta (Homo sapiens), P49841 | activity score (negative = inhibition), % at 10 µM | AID 2097, 2009 | GST-GSK3beta kinase, ADP-Glo luminescence, 60 min; active compounds read low | 300,000 compounds, 0.038% hits;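 active = more than half of replicate wells score below -50%, meaning over 50% inhibition versus plate controls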;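 also: 0% = median DMSO wells and -100% = median GW8510 positive control wells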
Target sequence (P49841 whole entry, looked up): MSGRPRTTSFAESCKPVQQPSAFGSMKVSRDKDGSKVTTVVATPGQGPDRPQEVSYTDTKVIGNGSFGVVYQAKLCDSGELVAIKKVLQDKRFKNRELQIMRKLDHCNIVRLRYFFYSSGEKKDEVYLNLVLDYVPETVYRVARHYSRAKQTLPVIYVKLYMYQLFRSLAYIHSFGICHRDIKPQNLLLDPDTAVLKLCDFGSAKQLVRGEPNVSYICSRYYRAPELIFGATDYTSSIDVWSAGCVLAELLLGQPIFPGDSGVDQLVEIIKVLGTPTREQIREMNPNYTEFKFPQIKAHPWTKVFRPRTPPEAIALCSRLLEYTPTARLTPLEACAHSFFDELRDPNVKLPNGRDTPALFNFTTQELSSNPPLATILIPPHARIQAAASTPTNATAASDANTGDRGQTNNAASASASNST
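Test system: GST-tagged human GSK3beta kinase, cell-free; evaluation: activity score scaled between in-plate DMSO and GW8510 controls; measured by: ADP-Glo luminescence; incubation: 60 min reaction, RT; benchmarks: DMSO and 20 µM GW8510; reagent: peptide substrate plus 25 µM ATP (final); medium: Tris/MgCl2 kinase buffer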
HSF1 inhib = HSF1 inhibitors in luciferase reporter cells, primary screen, cell-based, NIH3T3, luminescence | 300,000 compounds, 0.77% hits | activity change, negative = inhibition, % at 7.5 µM (by protocol) | NIH3T3-HGL HSE-luciferase, MG132-induced, luminescence 8 h; active compounds read low;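 active = more than half of replicate wells show activity change below -50%, luminescence cut by over half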;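 also: luciferase reports HSF-1 transcriptional activity via heat shock element; 0% = median of DMSO wells and -100% = zero luminescence signal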
IEC-6 cytotox = cytotoxicity in IEC-6 intestinal epithelial cells, primary screen, cytotoxicity control for KLF5 inhibitor project, cell-based, luminescence. 290,000 compounds, 0.78% hits. inhibition, % at 5 µM. IEC-6 cytotoxicity, luminescence viability; in the data active = inhibition above about 22%;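 also: 0% = plate median of test compound wells and 100% = cytotoxic reference compound wells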
PolyA inhibitor = polyadenylation inhibitors in yeast reporter cells, primary screen, luminescence, S. cerevisiae; S. cerevisiae SKY197-pL101 polyadenylation reporter, beta-gal luminescence; efflux-impaired pdr1/pdr3 knockout yeast; score 100 = 6 SD above DMSO; calls only at 12 µM; 300,000 compounds, 0.02% hits;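 active = lowest replicate activity score at least 50, where 100 means six control SD above control mean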;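 also: yeast exposed to compound for 9 h at 30 °C; higher score means more reporter readthrough which indicates perturbed polyadenylation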
GSK3 alpha inh = blockers of GSK3A enzyme activity – biochemical, luminescence, cell-free homogeneous, HTS, primary screen; inhibition, % at 10 µM; Glycogen synthase kinase-3 alpha (Homo sapiens), P49840; AID 2650, 2010; 320,000 compounds, 0.1% hits; GSK-3 alpha kinase, ADP-Glo luminescence, 60 min;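 in the data active = inhibition above about 50%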;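 also: GST-tagged GSK-3 alpha with peptide substrate and 25 µM ATP; 0% = DMSO neutral wells and 100% = GW8510 positive control wells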
Target sequence (P49840 whole entry, looked up): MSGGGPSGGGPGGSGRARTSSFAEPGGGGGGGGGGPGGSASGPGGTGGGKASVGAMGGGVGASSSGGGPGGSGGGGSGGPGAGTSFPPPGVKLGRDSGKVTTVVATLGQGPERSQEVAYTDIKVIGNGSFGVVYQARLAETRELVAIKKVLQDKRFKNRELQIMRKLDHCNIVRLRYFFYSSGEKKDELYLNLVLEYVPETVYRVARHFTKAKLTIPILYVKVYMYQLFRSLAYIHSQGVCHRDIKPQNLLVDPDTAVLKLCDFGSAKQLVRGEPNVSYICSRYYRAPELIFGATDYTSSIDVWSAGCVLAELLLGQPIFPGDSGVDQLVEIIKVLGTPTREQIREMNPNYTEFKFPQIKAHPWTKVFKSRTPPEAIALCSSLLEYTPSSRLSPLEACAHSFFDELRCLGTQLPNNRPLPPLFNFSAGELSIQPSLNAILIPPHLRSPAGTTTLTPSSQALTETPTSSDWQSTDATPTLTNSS
aSyn 5UTR inh = MLPCN primary screen, SNCA 5' untranslated region; alpha-synuclein 5'UTR reporter, inhibitor activity; inhibition, % (tested at 7.5 µM); 300,000 compounds, 0.82% hits; AID 1813, 2009; in the data active = inhibition above about 60%;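 also: H4 neuroglioblastoma cells stably carrying SNCA 5'UTR luciferase fusion; 0% = DMSO wells and 100% = positive control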
HSF-1 act = HSF-1 activators, primary screen, NIH3T3-HGL cells, MG132 stress, luminescence, single point | NIH3T3-HGL HSF-1 luciferase reporter, 8 h; 100% = twice DMSO control signal | activation, % at 9 µM | 300,000 compounds, 1.7% hits | AID 504408, 2011;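 active = mean replicate activation of at least 50% with a set share of replicates each reaching 50%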;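 also: 0% = median of the neutral control wells and 100% = twice that signal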
* marks the source's active call; other numbers are inactive results; i = inactive; . = no result given. This is a subset (hit frequency here may not be typical).

# | compound | KLF5 inh | AI-2 QS mod | HSP90 inh | GSK3beta inhib | HSF1 inhib
1 | CCOC(=O)c1c(NC(=O)CSc2nnc(-c3ccccc3)o2)sc(C(C)=O)c1C | -27 | 3 | 2 | -1 | 5
2 | COCCN(C(=O)c1csnn1)C(C(=O)NC1CCCCC1)c1ccc(Cl)cc1 (stereo unspecified) | -9 | 27 | -3 | -1 | -5
3 | Cc1ccc(-c2csc(C3=C(O)CN(NC(=O)c4ccc([N+](=O)[O-])cc4)C3=N)n2)cc1 | 6 | 12 | 0 | 0 | 4
4 | CC(=O)Nc1ccc2nc(NC(=O)COc3ccccc3)sc2c1 | -33 | -6 | -3 | -5 | 9
5 | Cc1cc2c(c(=O)o1)C(C13C=CC(CC1)C3)C(C#N)=C(N)O2 (stereo unspecified) | -20 | 11 | 0 | 2 | -2
6 | O=C(CN1CCC(c2nc3ccccc3s2)CC1)NCc1ccccc1 | -7 | 7 | 7 | 2 | 4
7 | COc1ccc(C2CC(c3ccc(Cl)cc3)=NN2C(C)=O)cc1 (stereo unspecified) | -88 | 11 | -4 | -2 | 18
8 | O=C(N/N=C/c1cc(Br)c(Br)o1)c1cccnc1 | -14 | -65 | 5 | 4 | -8
9 | CN1CCN(C(=O)C2CC(=O)N(c3ccc(F)c(Cl)c3)C2)CC1 (stereo unspecified) | -7 | 35 | 0 | 0 | 0
10 | O=C(CCNc1n[nH]c(=O)[nH]c1=O)N/N=C/c1ccc(Cl)cc1 | -21 | 18 | -2 | 1 | -4
11 | CC1(C)CC(=O)C(=Cc2cn(-c3ccccc3)nc2-c2ccccc2)C(=O)C1 | . | 12 | . | 2 | 100
12 | COc1ccc(NCc2nnc(SCC(=O)N3CCCc4ccccc43)n2C)cc1 | -6 | 9 | 5 | 4 | 8
13 | CC(OC(=O)c1ccc2ccccc2n1)C(=O)c1ccccc1 (stereo unspecified) | -28 | 41 | -2 | -4 | -10
14 | COc1ccc(C2CC(=O)c3sc(NC(C)=O)nc3C2)cc1 (stereo unspecified) | -25 | -9 | 2 | 1 | -8
15 | COc1ccccc1N1C(=O)CC1(C#N)c1ccc(OCc2ccccc2)cc1 (stereo unspecified) | -19 | 13 | 3 | 0 | 6

# | IEC-6 cytotox | PolyA inhibitor | GSK3 alpha inh | aSyn 5UTR inh | HSF-1 act
1 | 4 | i | 1 | -9 | 18
2 | -7 | i | -4 | 6 | 3
3 | -2 | i | 2 | -4 | -1
4 | -3 | i | -2 | -64 | 32
5 | -2 | i | -1 | 1 | 3
6 | 2 | i | -1 | -43 | -3
7 | 4 | i | 0 | -116 | 16
8 | -3 | i | 3 | -14 | -36
9 | 1 | i | 0 | 17 | 7
10 | -4 | i | -2 | 14 | -1
11 | . | i | -1 | -16 | 147*
12 | 2 | i | -3 | 23 | -13
13 | -1 | i | 9 | 1 | 6
14 | -2 | i | 2 | -75 | -4
15 | -2 | i | 0 | -8 | -2

(next part)
# | compound | KLF5 inh | AI-2 QS mod | HSP90 inh | GSK3beta inhib | HSF1 inhib
16 | CCOC(=O)COc1ccc(S(=O)(=O)NCc2ccncc2)cc1 | -7 | 33 | -2 | 0 | -4
17 | CCSC1=C(C#N)C(c2ccccc2OC)CC(=O)N1 (stereo unspecified) | -10 | 16 | -1 | 1 | 2
18 | O=C(NCCS(=O)(=O)N1CCN(c2ccccc2F)CC1)C1CC(=O)N(c2ccc(F)cc2)C1 (stereo unspecified) | -27 | 14 | -3 | 0 | 2
19 | COc1cccc(Oc2nnnn2-c2ccccc2)c1 | -49 | 10 | 8 | 1 | 7
20 | O=C(CC1C(=O)NCCN1C/C=C/c1ccccc1)NCCc1ccncc1 (stereo unspecified) | -4 | 13 | 2 | 2 | -3
21 | O=C(CCc1ccc(S(=O)(=O)N2CCOCC2)cc1)Nc1ccc2ccccc2c1 | -23 | 6 | -4 | -5 | 4
22 | CC1CC(C)CN(C(=O)c2cc(S(=O)(=O)N3CCCCC3)ccc2Cl)C1 (stereo unspecified) | . | 1 | . | 0 | 2
23 | Cc1ccc2nc(NCCO)nc(-c3ccccc3)c2c1 | -16 | 3 | 4 | 4 | 1
24 | O=C(O)C1CCCCC1C(=O)NCc1ccc(Cl)c(Cl)c1 (stereo unspecified) | -48 | 34 | 3 | 2 | 2
25 | Cc1ccsc1-c1nc(CSCC(=O)NCc2ccc3c(c2)OCO3)c(C)o1 | -12 | 13 | -2 | -2 | 2
26 | NC(=O)c1cc(S(=O)(=O)N2CC=C(c3ccccc3)CC2)cs1 | -30 | -4 | -1 | 4 | -1
27 | Cn1c(=O)[nH]c(=O)c2c1nc(Br)n2CCSc1nnnn1-c1ccccc1 | -10 | -10 | -3 | 0 | -5
28 | CCOC(=O)C1CCN(S(=O)(=O)c2ccc3c(c2)CCCN3C(C)=O)CC1 | . | 6 | . | 3 | -1
29 | CC(=O)c1cccc(NC2c3ncccc3C(=O)N2Cc2ccco2)c1 (stereo unspecified) | -27 | 32 | 0 | 0 | 4
30 | COC(=O)NCc1ccc(S(=O)(=O)N2CCOCC2)cc1 | 3 | 6 | 1 | 0 | -2

# | IEC-6 cytotox | PolyA inhibitor | GSK3 alpha inh | aSyn 5UTR inh | HSF-1 act
16 | 0 | i | -3 | 18 | -8
17 | 9 | i | 0 | 22 | 5
18 | 2 | i | -1 | 15 | 2
19 | -2 | i | -5 | -180 | -3
20 | -1 | i | 0 | 8 | -10
21 | -1 | i | 0 | -28 | 1
22 | . | i | -1 | -2 | 8
23 | 10 | i | 3 | 29 | -14
24 | 5 | i | -6 | 11 | 5
25 | -7 | i | 1 | 5 | -5
26 | -2 | i | -1 | 23 | -12
27 | 2 | i | -4 | -14 | 29
28 | . | i | 5 | -8 | 3
29 | -3 | i | . | 0 | 18
30 | 4 | i | -2 | 8 | 3

(list continues)
# | compound | KLF5 inh | AI-2 QS mod | HSP90 inh | GSK3beta inhib | HSF1 inhib
31 | CC(C)C1Cc2c(sc(NC(=S)NC(=O)c3ccccc3)c2C#N)CO1 (stereo unspecified) | -18 | 15 | -1 | -2 | 4
32 | CCC(=O)Nc1ccc(-n2nnnc2SCC(=O)NNC(=O)c2ccco2)cc1 | -20 | 11 | -7 | 0 | -2
33 | COc1ccc(N2CCN(C(=O)c3cc(-c4cc(OC)ccc4OC)nc4ccccc34)CC2)cc1 | -17 | 8 | 8 | -3 | 17
34 | BrC(=C\c1ccccc1)/C=N/N1CCN(Cc2ccccc2)CC1 | -21 | 41 | 0 | 5 | -6
35 | CCC(=O)Nc1ccc(S(=O)(=O)Nc2cc(C)on2)cc1 | -6 | 25 | 1 | -4 | -3
36 | Cc1cccc(NC(=S)NC2CCCC2)n1 | -10 | 13 | 0 | 1 | -4
37 | CCn1cnc2c1c(=O)n(CC(=O)Nc1ccc3c(c1)OC(F)(F)O3)c(=O)n2Cc1ccccc1 | 17 | 23 | 3 | -1 | -4
38 | COCCOC(=O)C1=C(C)Nc2nc(C)nn2C1c1ccccc1 (stereo unspecified) | -30 | 15 | 0 | -1 | -8
39 | Cc1ccc(C(=O)Nc2ccnc(-c3ccncc3)n2)cc1 | -6 | 6 | -3 | 3 | -4
40 | CCOC(=O)c1ccccc1NC(=O)CSc1ccc(-c2cccnc2)nn1 | -14 | 21 | 3 | -2 | .
41 | CN(CC(=O)Nc1n[nH]c(=S)s1)S(=O)(=O)c1cccc2cccnc12 | -18 | 4 | -2 | -1 | -4
42 | COc1ccc(C(=O)OCc2nc(N)nc(Nc3ccccc3C)n2)cc1OC | -3 | 6 | -2 | -1 | -1
43 | COc1ccc(-c2c(O)c(C#N)c(-c3ccccc3)n(-c3ccc(OC)cc3)c2=O)cc1 | -23 | 24 | 1 | -2 | -6
44 | CC1CN(C(=O)CCC(=O)N2CCCCC2)c2cc(Cl)ccc2O1 (stereo unspecified) | -49 | 22 | -1 | 4 | -5
45 | COc1ccccc1C1N(c2ccc(Cl)cc2)C(=O)C2CCCN21 (stereo unspecified) | -15 | 5 | 5 | -1 | 3

# | IEC-6 cytotox | PolyA inhibitor | GSK3 alpha inh | aSyn 5UTR inh | HSF-1 act
31 | -2 | i | 0 | -25 | 24
32 | 2 | i | 5 | 4 | -6
33 | 4 | i | 3 | 6 | 50
34 | 0 | i | -2 | -8 | -13
35 | -2 | i | -1 | 3 | -4
36 | 6 | i | -2 | -1 | 10
37 | 3 | i | -2 | 34 | -13
38 | 0 | i | 6 | -5 | -5
39 | -4 | i | . | -28 | 1
40 | 2 | . | -2 | . | .
41 | 0 | i | 4 | 12 | 0
42 | 1 | i | -3 | 21 | 19
43 | 3 | i | -2 | 9 | -13
44 | -6 | i | 0 | 0 | -4
45 | 10 | i | -1 | 43 | 4

Further structures.
# | compound | KLF5 inh | AI-2 QS mod | HSP90 inh | GSK3beta inhib | HSF1 inhib
46 | COc1ccccc1CNC(=O)C(=O)NCC1OCCN1C(=O)c1ccc(Cl)cc1 (stereo unspecified) | -11 | 4 | -2 | -2 | 4
47 | Cc1cc(C)c2nc(N(CCCN(C)C)C(=O)c3ccc4c(c3)OCCO4)sc2c1 | . | -17 | . | -3 | -9
48 | O=C(O)c1ccccc1OC(=O)C12CC3CC(CC(C3)C1)C2 | -5 | 20 | -5 | 0 | 0
49 | CCCN(CCC)Cc1c(C(=O)N/N=C/c2cccs2)nnn1-c1nonc1N | 2 | 13 | -1 | -2 | -3
50 | c1ccc(CNc2nc3ccccc3n2CCN2CCOCC2)nc1 | -13 | 14 | 0 | -1 | .
51 | CCC(C)NC(=O)c1ccc(C)c(NC(=O)C2=C(C)OCCS2)c1 (stereo unspecified) | -37 | 7 | -7 | 0 | 0
52 | O=C(CSc1nnc(-c2n[nH]c3ccccc23)n1-c1ccccc1)Nc1ccccc1Cl | -11 | 25 | 2 | -1 | 16
53 | FC(F)(F)c1cc(C(F)(F)F)c2ccc(N/N=C/c3ccccc3)nc2n1 | -22 | 7 | -1 | -4 | -9
54 | Cc1ccc(OCCn2cncn2)c([N+](=O)[O-])c1 | -9 | 10 | -1 | -1 | -2

# | IEC-6 cytotox | PolyA inhibitor | GSK3 alpha inh | aSyn 5UTR inh | HSF-1 act
46 | 0 | i | -2 | 7 | -2
47 | . | i | 2 | -36 | -5
48 | 3 | . | -2 | 26 | 3
49 | -4 | i | 16 | -13 | -4
50 | -1 | i | -1 | 17 | .
51 | -7 | i | 0 | 1 | -4
52 | -3 | i | 2 | 20 | 35
53 | 8 | i | -3 | 11 | 6
54 | 5 | i | 4 | 0 | 5

Screens from PubChem BioAssay.
